GSIS activator – GLuc luminescence reporter in INS-1E cells, primary screen for activators of glucose-dependent secretion of insulin; INS-1E GLuc reporter insulin secretion, 2-3 h; activation, % at 16.6 µM; hit rate 0.61% among 370,000; AID 743287, 2014;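 active = lowest replicate activation of at least 40%, so every replicate reaches that level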;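 also: 0% = median of neutral control wells and 100% = median of IBMX positive control wells; some compounds called inactive have numbers as strong as hits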
CFTR F508del cor – F508del CFTR correction, initial screen, CFBE line, single point; CFBE cells, YFP halide quenching; stimulated with forskolin plus potentiator P3; % fluorescence drop versus neutral controls; activity (quench increase), % at 7.58 µM; hit rate 0.36% among 350,000; AID 720511, 2013;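 active = mean added fluorescence quench of at least 8% versus neutral control, with both replicates also reaching 8%; inconclusive = only one of the mean or replicate conditions met; inactive = mean below 8% and not both replicates reaching 8%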;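 also: cells transiently co-express mutant CFTR-F508del with the halide-sensitive YFP; corrector assay measuring rescue of mutant channel to the surface after 24 h compound exposure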
miR-122 sensor – miR-122 Renilla sensor signal increase in Huh7, primary screen, miR-122 inhibitor project, cell-based, single point, plate reader. Huh7 miR-122 Renilla luciferase sensor, 48 h; neutral wells = 0, positive control = 100. activation (reporter increase), % at 12.5 µM. hit rate 0.3% among 340,000. AID 602342, 2012;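 active = mean replicate activation score at least 90 and every replicate individually at or above 90; inconclusive = only one of the two criteria met; inactive = neither criterion met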;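 also: higher luciferase means less miR-122 activity so hits act as miR-122 inhibitors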
DENV2 CPE – inhibitors of DENV2 cytopathic effect, primary screen, cell-based, plate reader, single concentration; DENV2-infected cells, cytopathic effect rescue; CPE inhibition, % at 9.99 µM; hit rate 1.7% among 350,000; in the data active = CPE inhibition above about 20%, passing the limit was not always enough; inconclusive = no clear call, values can overlap the other calls; tested in BHK-21 cells;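 also: 0% = median of neutral control wells and 100% = median of positive control wells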
EWS-Fli inh – EWS/Fli-driven NR0B1 reporter inhibitors, primary screen, A673 cells, NR0B1 luciferase, luminescence, MLPCN library. inhibition, % at 12.6 µM. hit rate 0.67% among 350,000. viability-normalised;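 active = mean inhibition of at least 50% after viability correction, with every replicate also passing that limit; inconclusive = mean reaches 50% but only one of two replicates passes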;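 also: firefly luciferase signal divided by Alamar Blue viability fluorescence both relative to DMSO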
PAX8 inh HTS – inhibitors of PAX8-driven TPO luciferase reporter, primary screen, RMG-I cells, single concentration | SteadyGlo, 24 h | inhibition, % at 12.6 µM | hit rate 1.2% among 360,000 | AID 652154, 2013;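 active = mean replicate inhibition at least 60% with every replicate also reaching 60%; inconclusive = only one of the two criteria is met; inactive = mean below 60% and not all replicates reaching 60%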;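 also: luciferase light reporting Pax8 driven TPO promoter activity; plate controls were median of neutral control wells for no effect and mitoxantrone controls for full effect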
FN deposit inh – inhibitors of fibronectin matrix deposition, primary screen, AH1F cells, Alexa488-fibronectin fluorescence, plate reader | AH1F fibroblasts, overnight | AID 743247, 2014 | hit rate 0.086% among 350,000 | inhibition, % at 12.6 µM;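 active = mean inhibition across replicates of 30% or more, regardless of how many single replicates reach that level; inconclusive = mean under 30% yet at least half of replicates reach 30%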;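 also: positive control wells lacked labelled fibronectin entirely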
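Assay system: AH1F fibroblasts assembling fluorescent fibronectin matrix; Amount: 10000 AH1F cells per well; Buffer or medium: DMEM, 2% serum; Probe or stimulus: Alexa488-fibronectin, 24 nM final in well; Doses: single compound dose, delivered by pin transfer; Incubation: 1 h adhesion, overnight exposure; Measured by: fluorescence 485/525 nm; Read-out: fibronectin deposition inhibition.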
Starred values were filed as active, the others as inactive; ? = inconclusive; · = no result given; [ ] = remark or other dose.

SMILES	GSIS activator	CFTR F508del cor	miR-122 sensor	DENV2 CPE	EWS-Fli inh	PAX8 inh HTS	FN deposit inh
COc1ccc(NC(=O)Nc2ccc3c(c2)C(=O)N([C@H](C)CO)C[C@H](C)[C@@H](CN(C)S(=O)(=O)c2ccc(OC)cc2)OCCCC[C@@H](C)O3)cc1	-4.9	-1.2	0.0[16.7 µM]	-2.5	-13.5	22.9	3.4
Cc1cccc(NC(=O)NCC(c2ccco2)N2CCCCC2)c1 (stereo not given)	·	-0.9	7.0	8.2	-8.9	-25.0	-7.2
COc1ccc(-c2nsc3c(N4CCN(C(=O)c5ccco5)CC4)ncnc23)cc1	·	·	1.4	·	·	-27.4	6.1
Cc1occc1C(=O)NNC(=O)Nc1ccc([N+](=O)[O-])cc1	-5.5	3.0	·	·	0.2	18.9	-9.7
C[C@@H]1CN([C@@H](C)CO)C(=O)Cc2cc(NC(=O)NC3CCCCC3)ccc2O[C@H]1CN(C)C(=O)Nc1ccccc1	5.7	-0.9	-3.2[16.7 µM]	4.8	-12.3	-28.6	·
CC(C)c1ccc(N(C(=O)c2ccc3c(c2)OCO3)C2C=CS(=O)(=O)C2)cc1 (stereo not given)	31.5	0.3	0.3	1.0	·	-2.1	-17.1
COc1ccc(-c2ccc(OC)c([C@H]3[C@@H]4C=CCC[C@@]4(C)C(=O)N3Cc3ccccc3)c2)cc1OC	·	3.0	37.5	?	12.9	-1.3	-0.7
CN(C)CC(=O)N[C@@H]1CC[C@H](CCn2cc(C3CCCC3)nn2)O[C@@H]1CO	17.9	1.6	·	·	1.7	5.0	-2.2
Cc1ccc(S(=O)(=O)N(C)C)cc1NC(=O)COC(=O)/C=C/c1cccs1	14.7	-0.7	8.6	-4.0	6.6	11.4	-2.1
CC(C)C#Cc1cnc2c(c1)C(=O)N([C@H](C)CO)C[C@@H](C)[C@H](CN(C)C(=O)Nc1cc(F)ccc1F)O2	-28.3	3.6	-4.9[16.7 µM]	-2.8	0.7	·	·
C(=C\c1ccccc1)/CN1CCN(Cc2nc(Cc3ccccc3)no2)CC1	-8.3	3.0	·	3.9	-2.0	-5.7	4.6
O=C(Cc1cccnc1)N1CC(=O)N2[C@H](CO)[C@@H](c3ccc(C4=CCCC4)cc3)[C@H]2C1	-8.6	-0.2	·	1.8	11.2	-5.1	-6.9
Cn1c(=O)oc2cc(S(=O)(=O)CCC(=O)Nc3ccccc3)ccc21	18.0	2.9	-10.3	-6.1	·	6.6	2.0
Cc1ccccc1NS(=O)(=O)c1nnc(NC(=O)c2ccc(Cl)cc2)s1	·	-0.8	-1.4	-2.6	2.4	5.6	-3.2
COc1ccc(S(=O)(=O)N(C)C[C@@H]2OCCCC[C@H](C)Oc3ccc(NC(=O)Cc4ccccc4)cc3C(=O)N([C@@H](C)CO)C[C@@H]2C)cc1	-24.8	-4.0	-8.8[16.7 µM]	-0.3	16.6	12.9	-11.0
Cc1ccc(S(=O)(=O)Nc2cccc3c2O[C@H](CN(C)S(=O)(=O)c2cccs2)[C@H](C)CN([C@@H](C)CO)C3=O)cc1	-4.2	1.3	·	-5.4	-6.1	0.5	7.0
COCCCNC(=S)N/N=C/c1cccc(OC)c1O	·	3.4	0.2	-4.1	-1.7	9.2	-10.6
CCOC(=O)C(C(=O)OCC)c1c([N+](=O)[O-])c(=O)n2c3c(cccc13)CCC2	36.6	-1.2	·	-5.7	2.8	5.2	3.3
CC(=O)Nc1ccc(SCC(=O)OCC(=O)NC(=O)NCc2ccco2)cc1	·	·	-6.7	·	·	1.6	10.9
CCN(CC(=O)NC(C)C)C(=O)CCNC(=O)c1ccc(Cl)cc1	·	·	-9.7	·	·	-2.1	-2.4
Cc1ccc(CCNC(=O)c2nnn(-c3cccc(C)c3)c2N)cc1	-29.6	·	-0.7	·	·	1.1	-7.6
Cc1sc2ncnc(N3CCC(C(=O)NNC(=O)COc4ccc(Cl)cc4)CC3)c2c1C	-8.8	0.8	-4.3	-1.8	11.2	1.0	4.6
Cc1ccc(NC(=S)c2ccncc2)cc1	0.0	0.9	·	9.8	-1.3	1.2	1.7
CCOc1ccccc1C(=O)NC(C(=O)Nc1ccccc1N1CCOCC1)C(C)C (stereo not given)	-6.7	·	0.8	·	·	·	2.7
COc1ccc(C2=NNC(=Nc3cc(S(=O)(=O)N(C)C)ccc3C)SC2)c(OC)c1	37.2	-0.3	-7.4	0.5	52.3*	103.2*	-6.2
O=[N+]([O-])c1cc(-c2nnc(N3CCOCC3)c3ccccc23)ccc1N1CCOCC1	23.3	2.0	·	5.1	-8.5	27.3	-1.5
COc1ccc(C#Cc2cnc3c(c2)C(=O)N([C@H](C)CO)C[C@@H](C)[C@H](CN(C)C(C)=O)O3)cc1	-4.1	1.8	3.9[16.7 µM]	8.9	-7.8	·	-5.4
CN(C)C(=O)c1ccc(-c2cc(C(F)(F)F)n(C)n2)s1	·	-0.6	·	3.6	-13.6	5.4	6.3
O=C(Nc1ccc(Cl)cn1)c1ccc(Oc2ccccc2)cc1	-3.7	-0.6	-5.0	-6.3	-55.1	-88.9	-2.4
O=C(COC(=O)c1cc2ccccc2oc1=O)Nc1cccc(S(=O)(=O)N2CCCCCC2)c1	28.2	·	-1.0	·	·	-18.6	0.4
COc1ccc(C)cc1Nc1n[n+](-c2ccccc2)c(-c2ccc(N(C)C)cc2)s1	-50.2	1.4	·	1.0	9.8	30.7	-6.0
Cc1ccc(C(=O)Nc2sc3c(c2C(=O)O)CCCC3)o1	-10.4	2.0	·	-5.6	·	-2.6	·
CC1CCCN(C(=O)CN(c2ccccc2)S(=O)(=O)c2ccc(F)cc2)C1 (stereo not given)	-24.7	-2.0	·	-3.1	0.7	-3.5	-3.2
CCOC(=O)c1cnc(SC)nc1Oc1cccc(NS(=O)(=O)c2ccc(F)cc2)c1	·	·	-3.0	·	·	-14.7	9.5
C[C@@H]1CN([C@@H](C)CO)C(=O)c2cc(NC(=O)Nc3ccc4c(c3)OCO4)ccc2O[C@H]1CN(C)Cc1ccc(Oc2ccccc2)cc1	-1.9	-0.5	7.0[16.7 µM]	?	-4.0	·	0.6
Cc1cccc(C)c1NC(=O)c1cn(-c2ccccc2)nc1-c1ccccc1	·	·	1.6	-1.0	2.2	11.4	2.5
Cc1cccc(C)c1NC(=O)CN(C)CC(=O)Nc1ccc(F)c(Cl)c1	-19.4	1.5	-0.7	15.6	-2.8	1.3	·
CC1(C)C(C(=O)O)N2C(=O)C(NC(=O)Cc3ccccc3)C2S1=O (stereo not given)	-2.7	-0.5	·	0.3	-14.8	-21.6	10.5
Cc1ccc(CSc2nnc(-c3cccc(S(=O)(=O)N4CCOCC4)c3)n2CC(C)C)cc1	·	·	·	-6.9	0.6	9.8	-8.1
O=C(CSc1nnc(COc2ccccc2)o1)N1CCCC1	21.4	2.9	0.0	-3.0	-5.5	-7.2	1.7
Cn1cc(C(=O)C(=O)N2CCCC2)c2ccccc21	6.0	-2.7	·	5.6	4.7	2.9	0.7
CNCCC(Oc1ccc(C(F)(F)F)cc1)c1ccccc1 (stereo not given)	·	4.4	1.2	-8.0	4.0	2.5	1.6
C[C@H](CO)N1C[C@H](C)[C@H](CN(C)Cc2ccc(Cl)c(Cl)c2)Oc2ccc(NS(C)(=O)=O)cc2CC1=O	-22.2	-2.5	-0.3[16.7 µM]	-2.1	·	1.8	·
CCCNC(=O)N[C@@H]1CC[C@H](CCNS(=O)(=O)c2cccc(F)c2)O[C@H]1CO	-12.3	2.4	24.0[16.7 µM]	-1.5	4.0	-8.3	1.6
COC(=O)c1sc(S(=O)(=O)N2CCN(c3ccccc3F)CC2)c(C(=O)OC)c1C	·	-1.0	-0.8	-6.9	-7.0	11.0	-9.8
Cc1ccc2cc(C#N)c(N3CCN(C(=O)c4cccs4)CC3)nc2c1	·	4.8	-5.6	3.2	3.6	8.8	-4.7
Cc1ccc(NC(=O)COC(=O)CN2CCCCCC2=O)c(C)c1	6.8	2.2	-6.7	-3.6	-15.8	3.5	-2.8
CC(=O)Nc1cccc(/C(C)=N/NS(=O)(=O)c2ccccc2)c1	5.7	1.2	4.8	5.2	-1.7	-0.6	-1.7
O=C(Nc1ccc(NC(=O)C2CC2)nc1)c1cnccn1	6.9	0.8	-4.8	-15.0	-26.3	-19.4	2.5
COc1ccc2oc(=N)c(C(=O)Nc3ccc(Br)cc3)cc2c1	14.4	5.0	2.9	4.5	-32.4	-11.7	-0.4
CCCCN(S(=O)(=O)c1ccccc1)S(=O)(=O)c1ccccc1	21.7	1.7	11.1	16.0	9.0	-29.1	-4.5
CCc1ccc(N2C(=O)C(Cl)=C(N3CCCCCC3)C2=O)cc1	-19.4	1.0	-2.9	6.8	-16.8	-9.5	2.9
COc1ccc(C(=O)/C(C)=N/O)cc1OC	16.0	-2.4	·	3.1	1.2	·	·
COc1ccc(C(CNC(=O)c2cccc(NS(=O)(=O)c3ccc(C)c(F)c3)c2)N(C)C)cc1 (stereo not given)	-22.5	-2.0	·	4.3	-6.8	4.6	-3.8
Cc1ccc(C(=O)NC2CCN(CC(=O)Nc3cccc([N+](=O)[O-])c3)CC2)cc1	-23.3	2.3	·	-6.4	-2.4	-1.9	-3.1
CCOC(=O)C1=C(O)/C(=C\c2ccc(CNS(=O)(=O)c3ccc(Br)cc3)o2)N=C1C	5.2	·	-6.8	·	·	13.1	-6.5
COCC(=O)Nc1ccc2c(c1)[C@H]1C[C@H](CC(=O)O)O[C@H](CO)[C@H]1O2	17.3	-2.7	-0.1[16.7 µM]	?	-3.7	-4.3	·
COc1ccc(-c2cc(C(=O)Nc3ccccc3F)on2)cc1	·	3.9	·	-3.5	-106.8	-34.6	·
Cc1noc(C)c1-c1ccc(C(=O)NCC(C)C)c2occc12	-14.3	3.5	-0.3	-2.2	0.3	·	3.8
CCCNC(=O)N(C)C[C@H]1Oc2ncc(C#C[C@H](C)O)cc2C(=O)N([C@H](C)CO)C[C@H]1C	20.7	1.8	-3.3[16.7 µM]	3.2	-6.2	·	2.4

A section from further up:
SMILES	GSIS activator	CFTR F508del cor	miR-122 sensor	DENV2 CPE	EWS-Fli inh	PAX8 inh HTS	FN deposit inh
CCOC(=O)C1=C(O)/C(=C\c2ccc(CNS(=O)(=O)c3ccc(Br)cc3)o2)N=C1C	5.2	·	-6.8	·	·	13.1	-6.5
COCC(=O)Nc1ccc2c(c1)[C@H]1C[C@H](CC(=O)O)O[C@H](CO)[C@H]1O2	17.3	-2.7	-0.1[16.7 µM]	?	-3.7	-4.3	·
COc1ccc(-c2cc(C(=O)Nc3ccccc3F)on2)cc1	·	3.9	·	-3.5	-106.8	-34.6	·

Going on with the list:
SMILES	GSIS activator	CFTR F508del cor	miR-122 sensor	DENV2 CPE	EWS-Fli inh	PAX8 inh HTS	FN deposit inh
Cc1ccc2c(c1)N(C(C)C(=O)NCc1ccc3c(c1)OCO3)C(=O)CO2 (stereo not given)	-10.2	1.3	2.0	4.1	-1.6	16.7	-3.2
Brc1ccc(-c2csc(Nc3nc(-c4ccc(Br)cc4)cs3)n2)cc1	-8.3	1.8	·	?	-13.0	9.0	5.9
O=C(C[C@@H]1C[C@H]2c3cc(NC(=O)CC4CC4)ccc3O[C@H]2[C@@H](CO)O1)NCc1cccnc1	9.5	1.9	6.1[16.7 µM]	-3.2	2.6	·	5.8
COc1ccc2c3c([nH]c2c1)[C@@H](CO)N(C)CC31CCN(S(=O)(=O)c2cccc(F)c2)CC1	-2.4	1.4	·	17.4	13.0	·	·
